From PubChem
KCNH2 WT inh: KCNH2 (human, wildtype) channel inhibition. 340,000 tested, 0.37% active. activity change, % at 1.84 µM. Q12809. AID 720551. U2OS, BacMam KCNH2, thallium flux FluxOr; hits give low values;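 active = maximum activity change below -70%; inconclusive = maximum activity change between -70% and -50%; inactive = maximum activity change above -50%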; note: % is set by controls: 0 for no effect and ±100 for the full control effect
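U2OS cells transduced with wild-type KCNH2 virus are loaded with FluxOr dye for 45 min, and thallium flux is measured in kinetic reads before and after stimulation buffer. Rate constants are normalized to DMSO controls.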
TCR activator: activates T cell receptor signaling; primary human leukocytes, anti-CD3, IL-2 HTRF, 48 h; 330,000 tested, under 10 active; AID 504894; Potency, µM (top dose mostly 9.22 µM), without a hit: at the highest dose activation of IL-2 secretion, most hits filed as activators; note: % of control where 0% means no effect
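Primary human leukocytes incubated 48 hr with anti-CD3 beads plus compound, without co-stimulation. Secreted IL-2 measured by HTRF (europium cryptate/d2 anti-IL-2 pair, 320 nm excitation, 665 nm emission).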
Coupling enz: counter-screen for Giardia aldolase inhibitors: coupling enzyme system | coupling enzyme system counterscreen, AmpLite Red fluorescence | activity change, negative = inhibition, % at 58.2 µM, hits read low | 290,000 tested, 0.67% active; in the data active = activity change below about -30%; note: % is set by controls: 0 for no effect and ±100 for the full control effect
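Final compound at 57.5 uM, incubated 10 min at RT with coupling enzyme reagent (glyceraldehyde-3-phosphate), then 20 min with substrate and AmpLite Red detection. Fluorescence read at 525/598 nm; tests interference with the coupling assay, not aldolase inhibition.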
BCR signal inh: inhibitors of chronic active B-cell receptor signaling; ABC-DLBCL IkBa-CBG/CBR reporter, luminescence ratio, 4 h; Potency, µM (doses to about 46.1 µM), for inactives: at the highest dose ratio change, negative = lower green/red ratio, most hits filed as inhibitors; 340,000 tested, 0.05% active; active = well fitted inhibition curve with a large enough effect in the signal ratio, with a control signal flat, not every such curve was filed as active; inconclusive = small, poorly fitted or top-dose-only effect, or effect the other way, or a change in a side signal; the % refers to the signal ratio;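 note: potency is the fitted concentration of half-maximal effect; plate controls were basal doxycycline-induced cells for no effect and cells given 10 µM MG132 for full effect; MG132 reads +100%, hits lower the ratio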
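Concentration-response series (up to 46 uM) were applied to TMD8 dual-reporter cells for 4 h at 37C with doxycycline. Green/red ratio, after filter-overlap correction, defined %Activity; red signal alone was normalised to basal cells and zero luminescence.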
TSHR antagonist: antagonists of human thyroid stimulating hormone receptor | activity change, negative = inhibition, % at 11.5 µM | 330,000 tested, 0.2% active | AID 504810 | P16473 | TSHR-expressing cells, TSH-stimulated cAMP HTRF, 2 h; hits give low values;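 active = activity change below a set negative limit, meaning inhibition stronger than a set level, cut at about -70% in these data; inconclusive = activity change between two set negative limits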; note: % is set by controls: 0 for no effect and ±100 for the full control effect
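TSHR-expressing cells, 200/well, pre-treated with compound, then stimulated with EC80 TSH (4nM final) for 2 hours at 37 deg C. cAMP measured by competitive HTRF: anti-cAMP cryptate antibody in lysis buffer plus cAMP-d2, read after 30 minutes at room temperature.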
GALK inh: blocks human galactokinase activity. P51570. Purified GALK, Kinase-Glo residual ATP luminescence. Potency, µM (top dose mostly 57.5 µM), without a hit: top-dose activity change, negative = inhibition, hits mostly inhibitors. 270,000 tested, 0.007% active; note: potency is the fitted concentration of half-maximal effect; % is set by controls: 0 for no effect and ±100 for the full control effect
Target sequence (P51570 whole entry, looked up): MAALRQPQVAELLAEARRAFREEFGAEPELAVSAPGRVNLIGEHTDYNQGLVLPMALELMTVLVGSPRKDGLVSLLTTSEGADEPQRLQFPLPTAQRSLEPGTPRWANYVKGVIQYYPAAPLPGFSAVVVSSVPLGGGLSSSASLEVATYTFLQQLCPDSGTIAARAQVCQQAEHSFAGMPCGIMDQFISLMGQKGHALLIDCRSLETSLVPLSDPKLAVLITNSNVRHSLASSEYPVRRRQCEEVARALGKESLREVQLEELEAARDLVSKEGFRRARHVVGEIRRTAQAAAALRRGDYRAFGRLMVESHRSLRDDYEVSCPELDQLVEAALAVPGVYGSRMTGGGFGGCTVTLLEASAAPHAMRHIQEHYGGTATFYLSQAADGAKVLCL
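Human GALK (5 nM) with 35 uM ATP and 100 uM galactose in 20 mM HEPES pH 8.0, 5 mM MgCl2, 60 mM NaCl, 1 mM DTT, 0.01% BSA. After 1 h at room temperature, leftover ATP was read by Kinase-Glo Plus luminescence.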
AT treatment: potential ataxia-telangiectasia treatment | 320,000 tested, 0.19% active | […] A-T fibroblasts, KAP-1 phosphorylation AlphaLISA; neocarzinostatin DNA damage 30 min before lysis | AID 485349 | Potency, µM (top dose mostly 57.5 µM), for inactives: top-dose activation, most hits filed as activators; note: potency is the fitted concentration of half-maximal effect; % of control where 0% means no effect; nearly all actives have a fitted effect of over 45% in size
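ATM-like activity read as KAP-1 phosphorylation via AlphaLISA donor/acceptor antibody pairs after lysis and 6 hr at 25C. Cells were ATM-null patient fibroblasts ([…], hTERT), dosed 60 min, then exposed to the DSB inducer NCS for 30 min.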
MLL CXXC-DNA inh: MLL CXXC-DNA interaction inhibition | Q03164 | 290,000 tested, 0.037% active | MLL-CXXC / FITC-HOXA9 DNA fluorescence polarization | AID 2662 | Potency, µM (highest dose often 115 µM), inactives show top-dose activity change, negative = inhibition, actives largely listed as inhibitors; active = well fitted inhibition curve with a large enough effect in the polarisation, with a control signal flat, not every such curve was filed as active; inconclusive = small, poorly fitted or top-dose-only effect, or effect the other way, or a change in a side signal; inactive = no such curve, though single readings can be large or run the other way; the % refers to the polarisation; note: potency is the fitted concentration of half-maximal effect
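Fluorescence polarization: 7 uM MLL-CXXC (stock) preincubated 5 min with compounds, then 50 nM fluorescein-HOX-A9 DNA (stock) added; 30 min ambient. Buffer 50 mM Tris-HCl pH 7.5, 50 mM NaCl, 1 mM DTT, 0.05% BSA.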
Giardia kill: Giardia lamblia killing; 340,000 tested, 0.15% active; activity change, % at 7.66 µM, hits read low; Giardia lamblia trophozoite viability; AID 540267; in the data active = activity change below about -80%; inconclusive = between about -30% and that limit;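 note: parasites exposed to compound for two days anaerobically before the ATP read; % is set by controls: 0 for no effect and ±100 for the full control effect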
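Luminescence from cellular ATP indicates surviving trophozoites (100 cells/well) following 48 hrs anaerobic compound treatment at 37 deg C; signal develops 15-30 min at room temperature.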
Tb PFK block: T. brucei PFK enzyme inhibition | Potency, µM (titrated, usually from 57.5 µM), for the others: at the top dose activity, negative = inhibition, hits mostly inhibitors | AID 485367 | O15648 | T. brucei PFK, ADP-Glo luminescence | 330,000 tested, 0.17% active;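 note: potency is the fitted concentration of half-maximal effect; 0% = uninhibited 1x PFK enzyme wells and -100% = no-enzyme wells; nearly all actives have a fitted effect of over 60% in size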
Target sequence (O15648 whole entry, looked up): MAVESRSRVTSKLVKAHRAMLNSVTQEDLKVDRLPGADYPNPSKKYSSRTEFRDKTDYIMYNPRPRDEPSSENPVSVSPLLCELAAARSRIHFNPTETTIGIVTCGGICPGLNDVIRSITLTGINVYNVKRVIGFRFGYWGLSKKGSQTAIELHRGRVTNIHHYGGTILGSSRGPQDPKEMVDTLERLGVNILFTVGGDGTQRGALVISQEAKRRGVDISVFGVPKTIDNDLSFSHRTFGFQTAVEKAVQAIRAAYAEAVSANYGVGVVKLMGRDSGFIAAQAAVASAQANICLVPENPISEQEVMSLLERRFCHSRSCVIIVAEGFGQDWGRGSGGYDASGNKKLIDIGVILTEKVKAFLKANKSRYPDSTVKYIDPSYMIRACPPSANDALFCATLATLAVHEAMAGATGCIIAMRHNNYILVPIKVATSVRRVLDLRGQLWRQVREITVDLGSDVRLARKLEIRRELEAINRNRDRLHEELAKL
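PFK 1.25 nM, F6P 0.5 mM, ATP 0.1 mM, 0.1 M TEA pH 8.0, 5 mM MgCl2, 0.01% Tween20, 0.1% BSA; 45 min RT. ADP-Glo readout. qHTS titration up to 57 uM; curves fitted, compounds curve-classed.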
* hit, by the source's call; ? = inconclusive; . = no result given; [ ] = remark or other dose. Unless noted, calls come from the whole dose curve; as a rule, active = well fitted curve in the direction sought with a large enough effect; inconclusive = small, poorly fitted or top-dose-only effect, or another doubt; inactive = no such curve, though single readings can be large; an effect the other way counts as inactive or inconclusive.

SMILES | KCNH2 WT inh | TCR activator | Coupling enz | BCR signal inh | TSHR antagonist | GALK inh | AT treatment | MLL CXXC-DNA inh | Giardia kill | Tb PFK block
CC(C)NC(=O)C1CCN(C(=O)c2cc3sccc3n2Cc2ccc(F)cc2)CC1 | 7 | 0% | 0 | 1% | -13 | 4% | . | 11% | 2 | 5%
O=C(NCc1ccccn1)c1cc(S(=O)(=O)N2CCCCCC2)ccc1Cl | 2 | -4% | 4 | -3% | 4 | 5% | 13% | -5% | 9 | -21%
COc1cccc(CC(NC(C)=O)C(=O)NC2CCN(S(=O)(=O)c3ccc(NC(C)=O)cc3)CC2)c1 (stereo not drawn) | -9 | -2% | -1 | 1% | 20 | 0% | -1% | 3% | 4 | -4%
CC1CCN(CC(=O)Nc2ccc(N3CCCCCC3)cc2)CC1 | 6 | -5% | -4 | 11% | -9 | -2% | -3% | 0% | -8 | -6%
CCCCNc1cc(Cl)nc(N)n1 | 4 | 3% | -7 | -1% | -1 | -1% | 1% | 0% | -8 | -2%
O=C(O)c1ccc(C(=O)Nc2cccc(NC(=O)C3CCCO3)c2)cc1 (stereo not drawn) | -9 | . | -4 | -2% | 4 | 0% | . | 3% | 12 | 3%
Cc1cccc(C(=O)NC(=S)NNC(=O)COc2ccc(Cl)cc2)c1 | 8 | -2% | 7 | ? | -3 | -1% | 1% | 8% | -5 | -5%
CCCn1nc(C(=O)NC2CC2)c2ccccc2c1=O | 3 | -6% | . | -2% | -5 | . | 3% | . | -19 | 0%
O=C(NC1CCCC1)c1ccccc1-c1ccccc1 | -4 | 3%[46.1 µM] | 1 | 5% | 19 | . | -10% | 8% | 10 | 3%
COc1ccc(C(=O)COC(=O)C(CCCCN2C(=O)C3C4C=CC(C4)C3C2=O)N2C(=O)C3C4C=CC(C4)C3C2=O)cc1 (stereo not drawn) | 0 | -3%[46.1 µM] | -1 | ? | -11 | -2% | -1% | -5% | 13 | 3%
CCn1c(CNC(C)=O)nnc1SCC(=O)c1ccc(Br)cc1 | 5 | 4% | 0 | ? | 0 | -1% | 1% | -3% | -14 | -12%
CCC(C)NC(=S)Nc1ccc2nc(N3CCOCC3)cc(C)c2c1 (stereo not drawn) | 0 | 6% | -3 | -14% | -5 | 4% | -2% | -3% | -13 | -14%
COCCNC(=O)CS(=O)(=O)Cc1nc(-c2ccc(C)cc2)oc1C | -1 | 1% | 3 | 7% | -1 | 2% | -9% | -2% | 4 | 0%
CC1Sc2ccc(C(=O)N3CCCC(C(F)(F)F)C3)cc2NC1=O (stereo not drawn) | -7 | -6% | . | ? | -8 | . | 1% | . | 7 | 0%
CC(=O)N(Cc1ccc(Cl)cc1)c1cnccn1 | 13 | 0% | -1 | 4% | 21 | 0% | 20% | -8% | 2 | 1%
O=C(c1ccc(F)cc1)N(C(=O)c1ccc(F)cc1)c1ncccn1 | -10 | . | 0 | ? | -2 | 1% | 0% | 56%[activator] | 2 | 0%
O=c1[nH]c2ccccc2cc1CN(CC1CCCO1)S(=O)(=O)c1ccccc1 (stereo not drawn) | 4 | 1% | 1 | ? | -10 | -1% | 7% | -7% | -25 | 0%
CCC(C)NC(=S)Nc1ccccc1OC (stereo not drawn) | 55 | -4%[46.1 µM] | 4 | -4% | 25 | 1% | . | -1% | 18 | 0%
CCC(/C=N/NC(=O)c1ccccc1F)CC | -5 | -6% | 0 | ? | -2 | 11% | 0% | 4% | -7 | -6%
Cc1ccc(C)c(OCCC(=O)OCC(=O)c2ccc3c(c2)NC(=O)CO3)c1 | 6 | -8% | . | ? | -14 | . | 5% | . | 26 | -11%
Cc1ccc(-n2c(-c3ccccc3)cc(=O)nc2C)cc1 | -5 | -2% | 6 | 6% | 5 | 2% | -3% | -7% | -18 | 1%
O=C(CN(c1cc(Cl)ccc1Cl)S(=O)(=O)c1ccccc1)N1CCOCC1 | 12 | 7% | . | -1% | 5 | -4% | 9% | 7% | -9 | -1%
C[C@H](CO)N1C[C@H](C)[C@@H](CN(C)S(=O)(=O)c2cn(C)cn2)Oc2c(NS(=O)(=O)c3cccs3)cccc2C1=O | -7 | 8% | . | ? | 18 | . | 18% | . | -3 | -4%
c1csc(CNc2ncnc3nc[nH]c23)c1 | 1 | 9%[46.1 µM] | 0 | ? | 1 | -1% | -1% | 7% | -19 | -6%
Fc1ccc(-c2ccnc3nc(N4CCOCC4)nn23)cc1 | 0 | -2% | 3 | -16% | -7 | 4% | 6% | 2% | -9 | -2%
CC(C)(C)N(NC(=O)c1ccccc1)C(=O)c1ccc(C(=O)N(NC(=O)c2ccccc2)C(C)(C)C)cc1 | 11 | -1%[46.1 µM] | 2 | -1% | -3 | 4% | 10% | -4% | 3 | 4%
CCO[C@@H]1OC(C(=O)N2CCN(Cc3ccc4c(c3)OCO4)CC2)=C[C@H](C2CC2)[C@H]1CCCO | 4 | 4% | 2 | 0% | 8 | 0% | -9% | -4% | -1 | -1%
CCOC(=O)C1=C(c2ccccc2)N=C2SCC(=O)N2C1c1cccc(OC)c1 (stereo not drawn) | -3 | 8% | 2 | ? | 5 | 1% | 0% | 6% | 3 | -5%
CC(C)c1nc(C(=O)N2CCc3c([nH]c4ccccc34)C2c2ccccn2)cs1 (stereo not drawn) | 37 | -1% | -12 | -14% | 8 | 10% | -1% | -6% | 4 | -1%
CCOc1ccccc1N1CC(C(=O)N(Cc2nnc(-c3ccccc3Cl)o2)C2CC2)CC1=O (stereo not drawn) | -5 | -1% | . | -5% | 6 | . | 8% | . | 0 | 14%
Cc1ccc(C(=O)CSc2nnc(-c3cccnc3)n2N)cc1 | -8 | 3% | 4 | ? | -3 | 1% | -1% | -2% | 14 | -4%
CN(Cc1ccccc1)C(=O)COC(=O)c1ccc(=O)n(Cc2ccccc2)n1 | 3 | 2% | . | -5% | 2 | . | -3% | . | 9 | -2%
CC(C)/C=C/C(=O)N1CCCC(N2CCN(c3ccccc3F)CC2)C1 (stereo not drawn) | 9 | 13% | 2 | 0% | 8 | 1% | 1% | -2% | 12 | -2%
CC(C)(C)C(=O)N1CCN(c2ccc(NC(=O)c3ccc4c(c3)OCCO4)cc2)CC1 | -12 | 0% | 1 | 3% | -19 | -2% | 2% | 11% | -24 | 1%
COc1ccc(-c2nc3nc(C)cc(C)n3n2)cc1 | -4 | 0% | 2 | 9% | 23 | 0% | -3% | -5% | ? | -4%
CCS(=O)(=O)N1CCCC(C(=O)NCc2cccc(OC)c2)C1 (stereo not drawn) | -2 | 3% | 2 | ? | 0 | -2% | -2% | 6% | 7 | 0%
COc1ccccc1-c1ccc(SCC(=O)NC2CCCC2)nn1 | 0 | 1% | . | ? | -8 | . | 16% | . | 8 | -1%
O=C1C(c2ccccc2)NC(=S)N1C1CCCCC1 (stereo not drawn) | -12 | 1% | 4 | 5% | 0 | 0% | 2% | 0% | 22 | -6%

Seven entries from above in a different format:
canonical_smiles	KCNH2 WT inh	TCR activator	Coupling enz	BCR signal inh	TSHR antagonist	GALK inh	AT treatment	MLL CXXC-DNA inh	Giardia kill	Tb PFK block
Fc1ccc(-c2ccnc3nc(N4CCOCC4)nn23)cc1	0	-2%	3	-16%	-7	4%	6%	2%	-9	-2%
CC(C)(C)N(NC(=O)c1ccccc1)C(=O)c1ccc(C(=O)N(NC(=O)c2ccccc2)C(C)(C)C)cc1	11	-1%[46.1 µM]	2	-1%	-3	4%	10%	-4%	3	4%
CCO[C@@H]1OC(C(=O)N2CCN(Cc3ccc4c(c3)OCO4)CC2)=C[C@H](C2CC2)[C@H]1CCCO	4	4%	2	0%	8	0%	-9%	-4%	-1	-1%
CCOC(=O)C1=C(c2ccccc2)N=C2SCC(=O)N2C1c1cccc(OC)c1 (stereo not drawn)	-3	8%	2	?	5	1%	0%	6%	3	-5%
CC(C)c1nc(C(=O)N2CCc3c([nH]c4ccccc34)C2c2ccccn2)cs1 (stereo not drawn)	37	-1%	-12	-14%	8	10%	-1%	-6%	4	-1%
CCOc1ccccc1N1CC(C(=O)N(Cc2nnc(-c3ccccc3Cl)o2)C2CC2)CC1=O (stereo not drawn)	-5	-1%	.	-5%	6	.	8%	.	0	14%
Cc1ccc(C(=O)CSc2nnc(-c3cccnc3)n2N)cc1	-8	3%	4	?	-3	1%	-1%	-2%	14	-4%
